TDP1 cell CPT: qHTS for Inhibitors of human tyrosyl-DNA phosphodiesterase 1 (TDP1): qHTS in cells in presence of CPT; chicken DT40 Tdp1-/-;hTDP1 cells + 20 nM CPT, ATP luminescence, 48 h; Potency, µM (titrated, usually from 46.2 µM), inactives show top-dose activity change, negative = growth inhibition, actives largely listed as inhibitors; actives 12% (n = 420,000); further: nearly all actives have a fitted effect of over 55% in size
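Chicken DT40 Tdp1-/- cells stably complemented with human TDP1 were seeded at 400 cells/well in medium containing 20 nM camptothecin, exposed to pin-transferred compounds, and grown at 37 °C for at least 48 hr. Viability was read as ATP luminescence.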
DT40 TDP1 no CPT: qHTS for Inhibitors of human tyrosyl-DNA phosphodiesterase 1 (TDP1): qHTS in cells in absence of CPT; Potency, µM (titrated, usually from 46.2 µM), for the others: at the highest dose activity change, negative = growth inhibition, usual class: inhibitors; DT40 Tdp1-/- hTDP1 cells, no CPT, ATP luminescence, 48 h; actives 15% (n = 420,000); further: nearly all actives have a fitted effect of over 55% in size
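Chicken DT40 Tdp1-/- cells complemented with human TDP1, screened without camptothecin (DMSO vehicle only), 400 cells/well. Compounds pin-transferred, cells incubated at 37 °C for at least 48 hr. Growth read as ATP-dependent luminescence (CellTiter-Glo, 30 min at RT).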
KAT2A inh: qHTS Assay for Inhibitors of GCN5L2; GCN5L2 HAT assay, ThioGlo1 CoA-SH fluorescence; Potency, µM (series often up to 58.9 µM), for inactives: top-dose activity change, negative = inhibition, hits mostly inhibitors; actives 0.21% (n = 390,000); AID 504327, 2011; Histone acetyltransferase KAT2A (Homo sapiens), Q92830
Target sequence (Q92830 whole entry, looked up): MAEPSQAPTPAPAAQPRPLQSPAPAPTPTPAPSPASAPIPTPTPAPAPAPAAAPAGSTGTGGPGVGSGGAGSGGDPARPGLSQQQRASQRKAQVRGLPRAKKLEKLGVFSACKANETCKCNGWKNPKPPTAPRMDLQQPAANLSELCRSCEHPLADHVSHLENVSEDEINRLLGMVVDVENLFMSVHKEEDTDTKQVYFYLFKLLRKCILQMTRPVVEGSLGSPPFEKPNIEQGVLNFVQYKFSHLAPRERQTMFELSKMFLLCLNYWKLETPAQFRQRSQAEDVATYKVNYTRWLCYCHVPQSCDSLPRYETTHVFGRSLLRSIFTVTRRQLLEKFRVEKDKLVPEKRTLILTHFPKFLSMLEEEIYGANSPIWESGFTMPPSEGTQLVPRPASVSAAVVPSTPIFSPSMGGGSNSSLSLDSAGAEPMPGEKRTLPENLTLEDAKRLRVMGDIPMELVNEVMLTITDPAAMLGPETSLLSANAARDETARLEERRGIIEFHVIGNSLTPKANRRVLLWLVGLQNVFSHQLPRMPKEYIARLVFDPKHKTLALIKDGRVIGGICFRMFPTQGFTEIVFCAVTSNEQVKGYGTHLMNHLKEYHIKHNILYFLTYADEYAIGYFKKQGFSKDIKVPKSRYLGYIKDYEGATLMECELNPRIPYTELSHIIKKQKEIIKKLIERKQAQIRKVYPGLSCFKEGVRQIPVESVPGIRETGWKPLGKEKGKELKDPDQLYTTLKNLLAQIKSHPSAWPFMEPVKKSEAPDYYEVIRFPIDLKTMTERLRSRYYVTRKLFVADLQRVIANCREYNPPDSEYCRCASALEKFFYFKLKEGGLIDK
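Fluorescence readout, Ex340nm/Em540nm: ThioGlo1 (50uM final) reacts with free CoA thiol released as 20nM GCN5L2 acetylates H3(1-25) peptide (75uM) using acetyl-CoA (70uM). Compound and enzyme sat 15 min beforehand; 20 min room-temperature reaction.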
* marks the source's active call; other numbers are inactive results; ? = inconclusive; . = no result given; & = joins results of further samples; [ ] = another dose, or the depositor's remark. The call rests on the fitted dose curve; in most records, active means well fitted curve in the direction sought with a large enough effect; inconclusive means small, poorly fitted or top-dose-only effect, or another doubt; inactive means no such curve, though single readings can be large; an effect the other way counts as inactive or inconclusive. On the % scale 0 is the no-effect control and ±100 the full control effect; potency means the concentration at half of the fitted maximal effect. These rows are one share of the data, so the mix of outcomes need not match the whole.

canonical_smiles	TDP1 cell CPT	DT40 TDP1 no CPT	KAT2A inh
Fc1cccc(F)c1CN1CCN(Cc2c(F)cccc2F)CC1	3%	-22%	0%
CN(C)CCOc1ccc(/C(=C(/CCCl)c2ccccc2)c2ccccc2)cc1	?	?	6%
CCOc1ccc2nc(N=Nc3c(O)[nH]c(=S)[nH]c3=O)sc2c1	-26%	?	-11%
C=C(C)[C@@H]1CC[C@]2(C(=O)O)CC[C@]3(C)[C@H](CC[C@@H]4[C@@]5(C)CC[C@H](O)C(C)(C)[C@@H]5CC[C@]43C)[C@@H]12	5.8µM*	3.7µM*	24%
Cc1cc(/C=C2/C(=O)NC(=O)N(c3ccccc3)C2=O)c(C)n1-c1ccc(F)cc1	?	?	.
Cc1c(C(=O)c2ccccc2)c2ccccc2n1C	?	-16%	-23%
FC(F)=C(F)CCSc1ncn[nH]1	2%	6%	2%
Cc1cc(Cl)nc(N)n1	4%	14%	-2%
COc1cccc(NC(=O)c2cccn(Cc3ccccc3C)c2=O)c1	?	26µM*	-2%
Cc1nc2cc(C(=O)N3CCC4(CC3)OCCO4)ccc2n1-c1ccc(Br)cc1	5%	6%	-13%
CC12CN3C(O)C(C)(C1)CC(C)(C2)C3O (stereo not given)	-13%	-19%	-4%
CCCC1=Nc2cc(C(=O)NCCc3ccc(OCC)cc3)ccc2Sc2ccccc21	?	21µM*	-8%
O=[N+]([O-])c1ccc(N2CCCCCC2)c2ncccc12	-2%	19%	3%
COc1ccc(CNC(=O)c2cnn3c(C)c(Cc4ccc(F)cc4)c(C)nc23)cc1	16µM*	15µM*	1%
C[C@]12CC[C@H](O)C[C@H]1CCC1C2CC[C@]2(C)[C@@H](c3ccc(=O)oc3)C[C@H]3O[C@]132 (stereo not given in full)	?	?	1%
O=S(=O)(F)c1ccc2nc(-c3cccc(Sc4ccccc4)c3)cc(Cl)c2c1	7%	0%	1%
C[N+]1(C)CCc2cc3c(cc2[C@H]1[C@@H]1OC(=O)c2c1ccc1c2OCO1)OCO3	?	-22%&-20%	-2%&-22%&-6%
CCC(CC)N1CCN(Cc2nc3ccccc3c(=O)n2-c2ccc(F)cc2)CC1	4%	6%	0%
CCN1/C(=C/C=C/C2=[N+](CC)c3ccccc3C2(C)C)C(C)(C)c2ccccc21	0.15µM*	0.13µM*	.
COC(=O)C1=C(c2ccc3ccccc3c2)C[C@@H]2CC[C@H]1N2C(=O)NC1Cc2ccccc2C1	?	?	-21%

Rewritten as labelled records: two of the compounds above.
Cc1cc(/C=C2/C(=O)NC(=O)N(c3ccccc3)C2=O)c(C)n1-c1ccc(F)cc1
  TDP1 cell CPT: ? | DT40 TDP1 no CPT: ? | KAT2A inh: .
Cc1c(C(=O)c2ccccc2)c2ccccc2n1C
  TDP1 cell CPT: ? | DT40 TDP1 no CPT: -16% | KAT2A inh: -23%

Remaining list, next part
canonical_smiles	TDP1 cell CPT	DT40 TDP1 no CPT	KAT2A inh
C#C[C@@]1(O)CCC2C3CCC4=C/C(=N/OCC(=O)NC(C(=O)O)C(C)O)CC[C@]4(C)C3CC[C@@]21C (stereo not given in full)	4%	-13%	4%
CN1C(=O)CCS(=O)(=O)[C@H]1c1ccc(Cl)cc1	-7%	2%	.
N#CC(C#N)=Cc1ccc([N+](=O)[O-])c(O)c1	-5%[92.5 µM]	-9%[92.5 µM]	.
CCOP(=O)(Cc1cc(C#N)oc1C)OCC	-10%	0%	-2%
CCN(CC)C(=O)c1ccc(NC(=O)CCn2nc(-c3ccc(C)cc3)c3ccccc3c2=O)cc1	18µM*	15µM*	-4%
O=c1[nH]c(=O)n(CC2CCCO2)c(O)c1/C=C1\C=Nc2ccccc21 (stereo not given)	-3%&-28%	-8%&-27%	25%&0%
CCOC(=O)c1ccc(N=C(CC)c2c(O)n(C)c(=O)n(C)c2=O)cc1	?	18µM*	-23%
CCc1ccccc1Nc1nn2c(=O)c3ccc(C(=O)Nc4cc(C)cc(C)c4)cc3nc2s1	8.2µM*	8.2µM*	3%
CCCCn1c(O)c(C(C)=NCCCN(C)C)c(=O)[nH]c1=O	0%	-17%	-1%
O=C(Cn1c(NCCCl)nc2ccccc21)c1ccc(Br)cc1	?	?	.
Brc1ccc(C2N3CCCN23)cc1 (stereo not given)	14%	-2%	0%
O=c1c2ccccc2nc(-c2ccco2)n1-c1ccccc1	?	?	-6%
C[C@H](CO)N1C[C@H](C)[C@@H](CN(C)C(=O)Nc2ccc(C(F)(F)F)cc2)Oc2c(NS(=O)(=O)c3cccs3)cccc2C1=O	?	?	-7%
Cc1cc(C)c2c(c1)-c1cc(C)nn1C(c1cccnc1)N2 (stereo not given)	1%	-1%	-4%
O=C(CCl)c1ccc(O)c(O)c1	?	11µM*	.
C=COCCn1c(C)c(C(=O)OCC)c2cc(O)ccc21	-1%	-1%	-6%
CN1CC[C@@]2(C)c3cc(O)ccc3N(C)C12 (stereo not given in full)	4µM*	?	-5%
CCOC(=O)c1c(-n2c(C)cc(/C=C3/C(=O)NC(=O)N(CC)C3=O)c2C)sc2c1CCCC2	16µM*	?	.
Cc1cccc(CN2C(=O)CN=C(c3ccccc3)c3cc(Cl)ccc32)c1	?	16µM*	-3%
N=C1c2ccccc2CN1CC(=O)c1ccccc1	?	?	-14%
COc1ccc(CN2CCN(c3ncnc4sc5c(c34)CCCC5)CC2)cc1F	8.2µM*	5.2µM*	1%
CC1(O)CCC2C3CCC4=CC(=O)CCC4=C3C=CC21C (stereo not given)	9.2µM*	15µM*	.
COc1cc(CC(C)N)cc(OC)c1OC (stereo not given)	4%[92.5 µM]	-6%[92.5 µM]	.
CC(C)N1CCN(Cc2cc3c(cc2Cl)OCO3)CC1CCO (stereo not given)	?	-9%	-2%
COc1ccc2c(c1)[C@@]13CCCCC1[C@@H](C2)N(C)CC3 (stereo not given in full)	-125%	16µM*	13%
CCCCCn1c(=O)c(C(=O)NCc2ccco2)c(O)c2ccccc21	?	16µM*	-1%
CCOP(=S)(OCC)SCC(=O)NC(C)(CC)C(=O)O (stereo not given)	-8%	-17%	-13%
COc1ccc(CN2CC=C(c3ccc(F)cc3)CC2)cc1Br	?	29µM*	-9%
O=C1NC(=O)N(Cc2cccs2)C(=O)/C1=C/c1ccc(N2CCOCC2)cc1	?	?	-10%
CSc1ccc(C(=O)C2CCCN(Cc3cccnc3)C2)cc1 (stereo not given)	?	?	1%
CN1C2CCC1CC(=NO)C2	0%	-3%	0%
CCCCC(=O)N/N=C/c1c(O)n(C2CC2)c(=S)[nH]c1=O	-3%	-4%	-11%
CCCCCCCCCc1ccc(OCCOCCO)cc1	3µM*	3µM*	.
CCOP(=O)(C#CC(C)(C)C)C1(O)CCCCC1 (stereo not given)	1%	-14%	2%
CN(CC1COc2ccccc2O1)c1nc(-c2cccnc2)nc2ccccc12 (stereo not given)	21µM*	23µM*	-7%
CCCC(=O)Nc1cc(C(=O)N2CCC3(CC2)OCCO3)ccc1S(=O)(=O)c1ccc(C)cc1	?	-14%	0%
O=c1c2ccccc2nc(/C=C/c2ccccc2O)n1-c1ccc(Br)cc1	?	16µM*	-2%
C#CC(C)(O)CC (stereo not given)	19%	22%	3%
COc1ccc(CC2C(=O)NC(C)C(=O)N(C)C3C(=O)N(C)C(Cc4ccc(O)c(c4)Oc4ccc(cc4)C3O)C(=O)NC(C)C(=O)NC(C)C(=O)N2C)cc1 (stereo not given)	0.016µM*	0.021µM*	.
NC(=O)NNc1ccccc1	?	?	2%&-2%

Compound profiles, from the list above. Order of screens: TDP1 cell CPT	DT40 TDP1 no CPT	KAT2A inh
CSc1ccc(C(=O)C2CCCN(Cc3cccnc3)C2)cc1 (stereo not given) reads ?	?	1%
NC(=O)NNc1ccccc1 reads ?	?	2%&-2%
CC1(O)CCC2C3CCC4=CC(=O)CCC4=C3C=CC21C (stereo not given) reads 9.2µM*	15µM*	.
CCCC(=O)Nc1cc(C(=O)N2CCC3(CC2)OCCO3)ccc1S(=O)(=O)c1ccc(C)cc1 reads ?	-14%	0%

Additional entries follow:
canonical_smiles	TDP1 cell CPT	DT40 TDP1 no CPT	KAT2A inh
Clc1cccc(N2Cc3cc(N4CCOCC4)ccc3-n3nncc3C2)c1	18µM*	?	.
O=C1CCO1	5%&17%	4%&2%	2%&-21%
Oc1ccc(/C=N/NP(=S)(c2ccccc2)c2ccccc2)c(O)c1O	-76%	-74%	-9%
CCCCCn1c(=O)c(C(=O)NCc2ccccc2)c(O)c2ccccc21	4.6µM*	6.5µM*	2%
Cc1ccc(N2C(=O)NC(=O)/C(=C\c3cc(C)n(-c4ccc(C(=O)O)cc4)c3C)C2=O)cc1	4%	22%	0%
O=C(NN=Cc1ccc(N(CCCl)CCCl)cc1)c1cc(=O)[nH]c(=O)[nH]1	?	?	.
COC(=O)C(O)(c1ccc(NC(=O)c2ccccc2)cc1)C(F)(F)F (stereo not given)	4%	-18%	-6%
CCC(=O)N1CC(=O)Nc2ccc(C)cc2C1c1ccc(F)cc1 (stereo not given)	3.7µM*	9.2µM*	-4%
O=C(Cn1cnc2sc3c(c2c1=O)CCCC3)NCCC(=O)N1CCC2(CC1)OCCO2	3%	0%	0%
Cc1ccc(S(=O)(=O)N2CCCCC2)cc1NC(=O)CSc1ncnc2ccccc12	26µM*	18µM*	1%
O=C1CCN(C(=O)CNC(=O)Cc2ccccc2)CC1	17%	1%	-4%
CCN(CC)c1ccc(CN(C)CCc2ccc(OC)c(OC)c2)cc1	23µM*	?	0%
CCOP(=O)(/C=C(\Cl)c1ccccc1)C(O)c1ccc(F)cc1 (stereo not given)	?	16µM*	-14%
COc1ccc(-c2cc(=NCC(=O)O)c3ccccc3o2)cc1	?	?	?
c1ccc2sc(C3(N4CCCC4)CCCCC3)cc2c1	?	21µM*	-13%
CCCCCCC(Cl)(Cn1ccnc1)c1ccccc1 (stereo not given)	?	15µM*	.
Cc1cccn2c(=O)c(/C=C(\C#N)c3nc4ccccc4s3)c(Oc3ccc(F)cc3)nc12	?	21µM*	-1%
C[C@H](NC(=O)[C@@H](N)Cc1ccc(O)cc1)C(=O)NCC(=O)N(C)[C@@H](Cc1ccccc1)C(=O)N[C@H](CO)CCS(C)=O (stereo not given in full)	?	-23%[4.12 µM]	-3%
NC1=Nc2ccccc2Oc2ccccc21	0%	-29%	0%
CNC(=O)Nc1ccc(C(=O)N/N=C\C23CC[C@@H](O)CC2(O)CC[C@@H]2[C@@H]3CCC3(C)C(C4=CC(=O)OC4)CCC23O)cc1 (stereo not given in full)	-11%	22%	-6%
CCCC1CCCCC12C(=O)NC(=O)NC2=O (stereo not given)	?	?	.
CC1(C)CC(N(CCc2ccccc2)Cc2ccccc2)CCO1 (stereo not given)	-30%	?	-8%
O=C1NC(=O)C(C2CCOC2=O)N1 (stereo not given)	-4%	0%	.
COc1ccc2c(C)c(CC(=O)N3C[C@H]4C[C@@H](C3)c3cccc(=O)n3C4)c(=O)oc2c1C	1%	-4%	-5%
CC(=O)c1ccc2c(c1)OCO2	33%[activator]	-1%	-3%
CCOC(=O)c1cnc(N2CC2)nc1N	0.46µM*	0.92µM*	.
CCc1ccccc1N1C(=O)CC(=O)NC1=O	7%	8%	-7%
COc1ccc(-c2ccc3n2Cc2cnnn2-c2ccccc2-3)cc1	?	?	.
CCN(CC)C(=O)c1ccc(NC(=O)c2ccc3c(c2)NC(=O)CS3)cc1	-5%	-1%	-2%
CC1CCC2[C@@H](C)C(=O)OC3O[C@]4(C)CCC1C32OO4 (stereo not given in full)	?	7.3µM*	.
COCCN1C(=O)NC(=O)/C(=C\c2ccc(Br)cc2)C1=O	21µM*	?	-16%
O=c1c2ccccc2nc(-c2ccc(-c3ccccc3)cc2)n1-c1ccncc1	?	21µM*	2%
COc1ccc(NC(=S)N2Cc3ccccc3-n3nncc3C2)c(OC)c1	?	12µM*	.
O=C1NC(=S)NC(=O)C1C/C=C/c1ccccc1	-15%	?	4%
CN(C)P(=NC(=S)c1cccn1C)(N(C)C)N(C)C	8.2µM*	4.1µM*	.
OC(c1ccc(F)cc1)(c1ccc(F)cc1)[C@@H]1CCCN1	?	16µM*	1%

Assay outcomes (PubChem BioAssay)
